# Assay outcomes as filed in PubChem BioAssay.
# mcGAS MS inh = inhibitors of Mus musculus cyclic GMP-AMP synthase, initial high-throughput assay, cell-free, RapidFire MS; actives 0.18% (n = 130,000); Q8C6L5; recombinant mouse cGAS, cGAMP by RapidFire MS; inhibition, % at 12.5 µM;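 active = inhibition of cGAS enzyme activity at or above 60%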;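 note: enzyme stimulated by 45 bp dsDNA with ATP and GTP substrates; cGAMP share of summed cGAMP plus half ATP and half GTP signals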
# Target sequence (Q8C6L5 whole entry, looked up): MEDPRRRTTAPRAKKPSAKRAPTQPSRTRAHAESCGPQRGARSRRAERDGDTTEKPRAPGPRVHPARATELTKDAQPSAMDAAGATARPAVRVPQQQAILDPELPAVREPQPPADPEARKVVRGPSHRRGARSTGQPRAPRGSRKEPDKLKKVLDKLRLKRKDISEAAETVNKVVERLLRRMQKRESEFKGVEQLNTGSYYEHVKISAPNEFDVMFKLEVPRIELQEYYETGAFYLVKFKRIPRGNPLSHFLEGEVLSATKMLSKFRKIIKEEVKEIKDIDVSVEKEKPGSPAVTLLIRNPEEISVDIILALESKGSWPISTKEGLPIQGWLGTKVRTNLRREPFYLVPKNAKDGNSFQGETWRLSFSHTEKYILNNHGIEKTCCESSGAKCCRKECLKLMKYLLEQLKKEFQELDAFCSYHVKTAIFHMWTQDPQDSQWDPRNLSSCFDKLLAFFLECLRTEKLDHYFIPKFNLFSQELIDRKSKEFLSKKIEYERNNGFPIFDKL
# Numbers without * were called inactive; & = joins results of further samples.
molecule,mcGAS MS inh
CC(C)Cn1c(N)c(C(=O)Cn2cc(C(F)(F)F)cc(Cl)c2=O)c(=O)n(C)c1=O,1
Cn1cccc1C(=O)N/N=C\C1=Cc2cc(Cl)ccc2OC1,-3
CCc1noc(C(C)N2CCN(S(=O)(=O)c3c(C)c(C)c(C)c(C)c3C)CC2)n1 (centres undefined),-3
CC1(C)Cc2c(c(N3CCOCC3)[nH]c(=S)c2C#N)CO1,-4
COc1cc(S(=O)(=O)NC(C)c2ccccc2)c(OC)cc1Br (centres undefined),4
CNC(=O)c1cccc(S(=O)(=O)NC(C)C2=CCCN(C)C2)c1 (centres undefined),-14
O=c1cc(CSc2nnc(NC3CC3)s2)nc2ccc(Br)cn12,-5
Cn1nnc2c(N3CCC4(CC3)OCCO4)ncnc21,-10
Cc1noc(C)c1C(=O)N1CCC1(C)C(=O)NS(=O)(=O)C1CC1 (centres undefined),-10
NC1=NC(=O)SC1=Cc1ccc(-c2nc3ccccc3s2)o1,-3
CC#CC(=O)N1CCCC(N2CCN(c3cccc(Cl)c3)CC2)C1 (centres undefined),-1
CCCCCCCn1c(CN2CCOCC2)nc2c1c(=O)[nH]c(=O)n2C,-5
CC(C)(C)CN1CC(NC(=O)Cc2ccc(O)c(Cl)c2)CC1=O (centres undefined),-19
CCOC(=O)c1c(C)n(-c2ccc(OC)cc2)c2ccc(OC(=O)C#Cc3ccccc3)cc12,-1
Cc1ccc(C2C(C(=O)c3ccco3)=C(O)C(=O)N2CCN2CCOCC2)o1 (centres undefined),-19&-14
COCCOC(=O)C1=C(C)NC2=C(C(=O)CCC2)C1c1cccc(Cl)c1Cl (centres undefined),-11
CCn1cc2nc(OC)c(CNC(=O)c3cccc4c3OCC4)cc2c1O,13
COc1ccc(C(=O)Nc2ccccc2C(=O)NCCN2CCOCC2)o1,-13
O=C(O)C1CC(c2ccccc2)CN(C(=O)c2ccccc2Cl)C1 (centres undefined),-3
O=C(c1cncn1-c1ccccc1)N1CCN(S(=O)(=O)c2ccccc2C(F)(F)F)CC1,6
Cc1ccccc1[C@@H]1C[C@H]2CN(C3CCCC3)C(=O)[C@]23CCCN13,7
Cc1cc(-c2csc(CC#N)n2)c(C)n1C1CC1,-2
Clc1ccccc1C=NNC1=Nc2cccc3cccc1c23,-20
Cc1ccc(Nc2nc(NCc3ccco3)nc3nccnc23)cc1Cl,-19
O=C(NCCc1ccc(F)cc1)C1Cc2ccccc2O1 (centres undefined),-15
CC(Sc1nnc(N2CCOCC2)n1C)c1ccc(OC(F)F)cc1 (centres undefined),-9&0
COC(=O)C1C2C=CC3(CN(C(C)C)C(=O)C13)O2 (centres undefined),9
CN(Cc1ccccc1)Cn1nc2n(c1=O)CCCCC2,-7
O=C(/C=C/Nc1ccccc1C(=O)O)c1ccc(I)cc1,-3
Cc1ccccc1-c1nc(NCC2CC2)nc2ccsc12,7

# Compounds from the list above that contain bromine (two):
molecule,mcGAS MS inh
COc1cc(S(=O)(=O)NC(C)c2ccccc2)c(OC)cc1Br (centres undefined),4
O=c1cc(CSc2nnc(NC3CC3)s2)nc2ccc(Br)cn12,-5

# (further entries)
molecule,mcGAS MS inh
CN1CCc2cc(C(C#N)N3CCOCC3)ccc21 (centres undefined),-33
C=CCn1c(=O)c2c(nc3n2CC(C)=NN3CC(=O)OC)n(C)c1=O,2
CCc1nccn1CCC(=O)N1CCCC2(CCN(C)CC2)CC1,-4
Cc1nc2cc(=O)[nH]n2c(C)c1CC(=O)N1CCCC1C(C)C (centres undefined),-1
Cc1ccc(SCCCCN2C(=O)NC(C)(C)C2=O)cc1,-7
Cc1cccc(-c2[nH]ncc2CNCC2CCCN2c2cccnn2)c1 (centres undefined),-4
COc1ccc(N2CCN(C(=O)C3CC=CCC3C(=O)Nc3cccc(C(F)(F)F)c3)CC2)cc1 (centres undefined),2
CC(C)(C)CNC(=O)C1(N2Cc3ccc(Nc4ccncc4)nc3C2=O)CC1,7
CCOc1ccc(S(=O)(=O)NCc2ccc3c(c2)OCO3)c(C)c1C,6
CC(CN(C)C(=O)c1cnc(-c2ccccc2)nc1)N1CCOCC1 (centres undefined),-22
CCC[N+](C)(CC#CC1CC1)C1CCCCC1 (centres undefined),-10
Cn1cc(CN2CCCC(OCc3cccnc3)C2)c(-c2cccc(Cl)c2)n1 (centres undefined),-8
CC1Oc2ccccc2N(CCC(=O)NC2CC2c2ccccc2)C1=O (centres undefined),-7
CCCNC(=O)C(NC(=O)CC(C)C)C1CCNCC1 (centres undefined),-4
CN1CC2(CCN(CCSc3ccccc3)C2)OC1=O (centres undefined),-6
O=C1CCCN1CCCNc1nc(NCc2cccs2)nc2ccsc12,6
Cc1[nH]c(-c2ccccc2)nc1C(=O)N1CCNCC(CC(=O)O)C1 (centres undefined),-3
CN(CCOc1ccccc1F)C(=O)C1CCN(C(=O)c2ccc(F)cc2)CC1,-6
CC(C)c1ccc(S(=O)(=O)NCc2cccnc2)cc1,-6
O=c1c2ccccc2ncn1Cc1cccc(S(=O)(=O)N2CCOCC2)c1,1

# Carrying on:
SMILES,mcGAS MS inh
CCCCCCn1c(SCc2ccc(F)cc2)nc2c1c(=O)[nH]c(=O)n2C,-5
Cc1nnc(SCCNC(=O)c2[nH]c3ccc(F)cc3c2C)s1,-10
O=C1NC2(CCSC2)C(=O)N1CN1CCCC1Cc1ccccc1 (centres undefined),-53
Cn1ncc2c(=O)n(CC(=O)Nc3cccc4ccccc34)cnc21,-9
CC(C)CCSc1nc2c(cnn2CCO)c(=O)[nH]1,-25
Clc1ccc(-c2cc(CN3CCN(c4ccccn4)CC3)on2)cc1,-4
N#CC1C(=N)Oc2n[nH]c(-c3cccs3)c2C1c1cccs1 (centres undefined),-1
C=CCNC(=S)NN=C1CCCCCC1,0
Cc1nc2n(n1)C(=O)C(C(c1ccc(Br)cc1)N1CC(C)OC(C)C1)S2 (centres undefined),-7
N#Cc1ccc(CN(Cn2cc(Cl)cn2)CC(F)(F)F)cc1,-32
COc1ccc(/C=N\Nc2ncnc3nc[nH]c23)cc1O,-2
CCN1CCCC2(CCCN(C(=O)c3ccccc3-c3nn[nH]n3)C2)C1 (centres undefined),-20
O=C(CCCN1CCOCC1)N1CCC(c2[nH]ncc2-c2ccccc2)CC1,-16
CC(NC(=O)CC12CC3CC(CC(Br)(C3)C1)C2)C12CC3CC(CC(C3)C1)C2 (centres undefined),-9
COc1ccccc1-n1c(CNC(=O)Cc2ccccc2)nnc1SCC(=O)Nc1nnc(C)s1,1

# Entries shown so far containing an NH in an aromatic ring, in the order listed:
SMILES,mcGAS MS inh
CC1(C)Cc2c(c(N3CCOCC3)[nH]c(=S)c2C#N)CO1,-4
CCCCCCCn1c(CN2CCOCC2)nc2c1c(=O)[nH]c(=O)n2C,-5
Cc1nc2cc(=O)[nH]n2c(C)c1CC(=O)N1CCCC1C(C)C (centres undefined),-1
Cc1cccc(-c2[nH]ncc2CNCC2CCCN2c2cccnn2)c1 (centres undefined),-4
Cc1[nH]c(-c2ccccc2)nc1C(=O)N1CCNCC(CC(=O)O)C1 (centres undefined),-3
CCCCCCn1c(SCc2ccc(F)cc2)nc2c1c(=O)[nH]c(=O)n2C,-5
Cc1nnc(SCCNC(=O)c2[nH]c3ccc(F)cc3c2C)s1,-10
CC(C)CCSc1nc2c(cnn2CCO)c(=O)[nH]1,-25
N#CC1C(=N)Oc2n[nH]c(-c3cccs3)c2C1c1cccs1 (centres undefined),-1
COc1ccc(/C=N\Nc2ncnc3nc[nH]c23)cc1O,-2
CCN1CCCC2(CCCN(C(=O)c3ccccc3-c3nn[nH]n3)C2)C1 (centres undefined),-20
O=C(CCCN1CCOCC1)N1CCC(c2[nH]ncc2-c2ccccc2)CC1,-16

# (cont.)
SMILES,mcGAS MS inh
CCn1c(CC2CCNCC2)nn(CCC2CCCCN2C)c1=O (centres undefined),-3&7
Cc1ccccc1C1(O)CCN(C(=O)COc2cccnc2)C1 (centres undefined),-16
Cc1nn2c3ccccc3n(CCO)c2nc1=O,-1
O=C(NCc1cccnc1-n1cnc2ccccc21)C(=O)Nc1ccccc1,-11
COC(=O)c1c(O)ccc(Oc2ccccc2)c1C(=O)OC,-9
CC(=O)Nc1cccc(-n2ccnc2-c2ccnc(C(C)C)n2)c1,-14
Cc1ccc(C(=O)N2CCC2(C)C(=O)NC(C)C)cc1 (centres undefined),-8
CCc1cc(C(=O)OC(C)C(=O)N2CC(=O)Nc3ccccc32)sc1C (centres undefined),1
Cc1cc(C)nc(N=C(NC(=O)c2ccccc2)Nc2ccccc2)n1,-15
C#CCNC(=O)c1cccc(S(=O)(=O)N(CC)c2ccccc2)c1,2
O=S(=O)(NCc1ccccc1)Nc1cc(Cl)ccc1-n1cncn1,-19
Fc1cccc(C2CC(c3cccc(Br)c3)=Nc3nnnn32)c1 (centres undefined),-10
Cc1cc(C)n(Cc2cc(C(=O)NCc3ccc4c(c3)OCO4)n[nH]2)n1,-9
CC1CCCCN1C(=O)CCCc1c[nH]c2ccccc12 (centres undefined),-3
CC1CC1C(=O)N1CCCCC1C(=O)Nc1cccc(Cl)c1Cl (centres undefined),-7&2
Clc1ccc(CNc2nc3nonc3nc2N2CCOCC2)s1,4
O=C(CCCN1C(=O)NC2(CCCC2)C1=O)Nc1nccs1,1
Clc1ccc(-c2nnc3c4ccccc4nc(N4CCCNCC4)n23)cc1,6
O=C1NCCN(CCc2ccccc2)C1CC(=O)N1CCN(c2ncccn2)CC1 (centres undefined),-18
CNC(=O)Cc1ccc(-n2ccnc2)cc1,9
CON(C)C(=O)c1ccc(S(=O)(=O)NCCc2cccs2)cc1,5
Cc1ccc(-n2ncc3c(=O)n(NC(=O)C(C)C)cnc32)cc1C,-6
O=C(Nc1ccccc1Oc1cccnc1)C1CCCN(Cc2ccc3c(c2)CCO3)C1 (centres undefined),-9&3
CN(Cc1ccccc1)C1CCCN(C2CCN(c3ccc4c(c3)OCO4)CC2)C1 (centres undefined),-2
Cc1nnc(SCc2cc(Cl)cc3c2OCOC3)s1,-14
O=c1oc2ccccc2n1CCNc1cncc(Cl)n1,0
Cc1csc(CNC(=O)Nc2ccc(N3CCSCC3)cc2)n1,0
CCCOc1ccc(CN(C(=O)c2coc3c(C)cc(C)cc3c2=O)C2CCS(=O)(=O)C2)cc1 (centres undefined),-4
S=C(NCc1ccc2c(c1)OCO2)NN=C1CC2CC1C1CCCC21 (centres undefined),-78
Cn1cnnc1SCC(=O)NC(=O)NC12CC3CC(CC(C3)C1)C2,-3
COc1ccc(-c2csc(=Nc3ccccc3)n2NC(=O)CNc2ncc(C(F)(F)F)cc2Cl)cc1,-4
COc1ccc(Cl)cc1C(=O)NCCN1CCn2cc(OC)c(=O)cc2C1=O,-4
O=C1c2ccccc2C(=O)N1CC1(CO)CCCC1,-3
COc1coc(C(=O)NCc2ccc(F)cc2)cc1=O,-5
O=S(=O)(NCc1ccccc1)N1Cc2ccccc2C1,-21
O=C(C=CNc1ccc(F)cc1)C(F)(F)F,-12
CCOC(=O)N1CCC(NC(=O)C2CC(=O)N(CC(C)C)C2)CC1 (centres undefined),-7
CCOC(=O)C(N)CSC1CC(=O)N(c2ccc(I)cc2)C1=O (centres undefined),-9
CCOCC1CCCN(c2ncc(Br)c(OC)n2)C1 (centres undefined),-4
Cc1cc(NS(=O)(=O)c2ccc(Cl)cc2)no1,-9
Cc1ccccc1OCC1CCCN(C(=O)Cc2c[nH]c(=O)[nH]c2=O)C1 (centres undefined),-12
COCCNc1nc2cc(-c3ccc(C)cc3)sc2c(=O)n1C,6
Cc1cc(NC(=O)COC(=O)CCn2c(C)csc2=O)no1,-7
Cc1cc(N2CC34C=CC(O3)C(C(=O)NC[C@H]3CCCC[C@H]3O)C4C2=O)no1 (some centres undefined),-3
COc1ccc(C(=O)CC2(O)C(=O)Nc3ccccc32)cc1 (centres undefined),-5
N#Cc1cc(C(=O)O)c(N)[nH]c1=O,-33
Cn1c(=O)c([N+](=O)[O-])c(NCC2CCCO2)c2ccccc21 (centres undefined),-3
NC(=O)C1CC(C(=O)N2CCc3c(Cl)cccc32)=NN1c1ccccc1 (centres undefined),-16
COC(=O)c1c(C)[nH]c(C(=O)OCCn2c(C)csc2=O)c1C,1
CCc1ccccc1NC(=O)C(=O)N1CCOC2(CNCCOC2)C1 (centres undefined),-8
COCC(=O)Nc1cccc(-c2ccccc2Cl)c1,-32
O=[N+]([O-])C1C(=Nc2ccc(F)cc2)NN=C1c1nnco1 (centres undefined),2
CCOC(=O)C1(CCOc2ccccc2)CCN(Cc2cnc(C)s2)CC1,-3
COc1cccc(CNC(=O)CCC2CCCN(c3cc(C)nc(N)n3)C2)c1 (centres undefined),-3
Cc1ccn2c(=O)c(NC(=O)COc3ccc4ccccc4c3)c(C)nc2c1,-10
CC(CCN1CCN(c2ccccc2)CC1)NC(=O)c1cc(Cl)c(Cl)n1C (centres undefined),-3
Cc1ccc(CN2C[C@@H]3C[C@@H](c4ccc(-n5cccn5)cc4C)N4CCC[C@@]34C2=O)o1,-8
CC1CN(Cn2ncnc2-c2ccccc2Cl)CC(C)O1 (centres undefined),4
Cc1onc(-c2ccccc2)c1C(=O)Nc1sc(C)c(C)c1C(N)=O,-5
C=CCOC(=O)c1[nH]c2c(c1C)C(=O)C(C(=O)OC)C(C)C2 (centres undefined),-6

# Following part:
SMILES,mcGAS MS inh
CCn1cc(C(=O)N[C@H](C(=O)NCCCN2CCCC2=O)C(C)C)c(=O)c2cc3c(cc21)OCO3,-1
O=S(=O)(c1ccccc1-n1ccnc1)C(F)(F)F,2
CC(C)(O)C#Cc1ccc(CN2CCCN(C(=O)c3ccco3)CC2)s1,-18
CNc1nc(C)c(C(=O)N(C)CCCOc2ccc(C)c(C)c2)s1,-12
COCCNc1nc(CN2CCN(C(=O)c3ccco3)CC2)nc2ccc(Cl)cc12,-3
O=C(Cn1c(NCCCO)nc2ccccc21)C12CC3CC(CC(C3)C1)C2,2
Cc1cc(C)n(Cc2cccc(C(=O)N3CCC4(CCNCC4)CC3)c2)n1,-7
CCOc1cc2cc(C(=O)c3ccccc3O)cnc2cc1OC,9

# Not all compounds are listed; count on the stated rates, not on these rows.
